Screening results: PubChem BioAssay, several laboratories
Myeloid diff 2: myeloid differentiation induction; ER-HoxA9 myeloid progenitors, lysozyme-GFP differentiation, flow cytometry; calls only at 10 µM; 360,000 compounds, 1% hits; AID 624256;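 active = normalized GFP-positive differentiation at or above the plate's own cutoff, the solvent-only control mean plus 3 SD; inconclusive = no clear call, values can overlap the other calls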;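 note: cells exposed to compound for four days before flow analysis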
NOD1 NF-kB reporter: inhibition of NOD1-driven NF-kB reporter – cell-based, luminescence, uHTS, primary screen (AID 1578). NOD1-driven NF-kB luciferase reporter cells, luminescence; higher % means a stronger effect. inhibition, % at 4 µM; hits with a dose series show EC50 in µM. 290,000 compounds, 1% hits; in the data active = inhibition mostly above about 36%, no sharp cut-off; inactive = mostly below about 34%;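 note: HEK-293T reporter cells stimulated with the NOD1 agonist gamma-tri-DAP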
HEK293 NOD2/NF-kB: inhibition of NOD2-driven NF-kB reporter – cell-based, luminescence, uHTS, HEK293 (AID 1566) | HEK293 NOD2/NF-kB luciferase reporter, luminescence; higher % means a stronger effect | inhibition, % at 4 µM, or EC50 in µM where a hit was titrated | 290,000 compounds, 0.63% hits; note: many of its hits are not listed in these tables
HIV peptide binding: inhibitors of HIV fusion peptide binding, primary screen, biochemical, uHTS, fluorescence dequenching (AID 1986); inhibition, % at 20 µM, or IC50 in µM where a hit was titrated; 290,000 compounds, 0.3% hits; cell-free peptide binding, fluorescence dequenching, 30 min; higher % means a stronger effect; in the data active = inhibition mostly above about 52%, no sharp cut-off; inactive = mostly below about 76%; note: some results filed as inactive read as strong as hits
GPR55 antagonists: GPR55 antagonists blocking LPI-driven arrestin recruitment, primary screen, imaging, U2OS, beta-arrestin-GFP, LPI agonist (AID 2013) | U2OS GPR55 beta-arrestin-GFP translocation imaging, LPI antagonism; higher % means a stronger effect | inhibition, % at 10 µM; hits with a dose series show IC50 in µM | 290,000 compounds, 0.13% hits;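 active = spots per cell inhibited over 60%, with over 100 cells counted and total cytoplasm intensity under 500,000; inconclusive = wells with under 100 cells, flagged as likely toxic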;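 note: U2OS cells stably carrying GPR55 and arrestin-GFP stimulated by 5 µM LPI near EC80; imaged beta-arrestin-GFP aggregate spots per cell after agonist stimulation; plate controls were LPI-stimulated DMSO wells for no effect and DMSO wells without LPI for full effect; some results filed as inactive read as strong as hits; confirmed hits need IC50 under 10 µM and bright autofluorescent wells are also inconclusive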
GPR55 activation: GPR55 agonists via beta-arrestin recruitment, primary screen, imaging, U2OS cells, beta-arrestin-GFP redistribution (AID 1961); U2OS GPR55 beta-arrestin-GFP redistribution imaging; higher % means a stronger effect; activation, % at 10 µM; hits with a dose series show EC50 in µM; 290,000 compounds, 0.048% hits;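 active = activation above 40% with more than 50 cells counted in the well; inconclusive = wells holding fewer than 50 cells, flagged as toxic or sparse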;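 note: U2OS osteosarcoma cells stably expressing GPR55 and beta-arrestin-GFP; plate controls were DMSO negative control for no effect and LPI positive control for full effect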
GPR35 arrestin U2OS: GPR35 antagonists blocking zaprinast-driven arrestin recruitment, primary screen, imaging, U2OS, beta-arrestin-GFP, zaprinast agonist (AID 2058); U2OS GPR35 beta-arrestin-GFP translocation imaging, zaprinast antagonism; higher % means a stronger effect; inhibition, % at 10 µM, or IC50 in µM where a hit was titrated; 290,000 compounds, 0.052% hits;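 active = inhibition of at least 50% with at least 30 cells and total cytoplasm GFP at most 10,000,000; inconclusive = under 30 cells or total GFP of 10,000,000 plus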
KOR beta-arrestin-1: kappa opioid receptor blockers – cell-based, luminescence, uHTS (AID 1778) | KOR beta-arrestin recruitment, luminescence, antagonist mode; higher % means a stronger effect | inhibition, % at 10 µM; hits with a dose series show IC50 in µM | 290,000 compounds, 0.091% hits; note: strong numbers were not always called active
KOR beta-arrestin-2: kappa opioid receptor activators – cell-based, luminescence, uHTS, primary screen (AID 1777); KOR beta-arrestin recruitment, luminescence; higher % means a stronger effect; 280,000 compounds, 0.02% hits; activation, % at 10 µM, or EC50 in µM where a hit was titrated; in the data active = activation above about 50%, passing the limit was not always enough; note: a part of the inactive calls stands beside numbers as strong as those of hits
Myeloid diff 2 GFP+ MAC1+ %: recorded beside Myeloid diff 2, whose call it bears; GFP+ MAC1+ double positive, %; measured here: differentiation confirmed by MAC1 staining
Numbers without * were called inactive; i = inactive; ? = inconclusive; . = no result given; + = active, no number; [ ] = remark or other dose. Cut-off read from the data, not from the text of the source, unless noted: active = inhibition above about 50%; inactive = the rest. Only part of the results is shown; count on the stated rates, not on these rows.

mol | Myeloid diff 2 | Myeloid diff 2 GFP+ MAC1+ % | NOD1 NF-kB reporter | HEK293 NOD2/NF-kB | HIV peptide binding | GPR55 antagonists | GPR55 activation | GPR35 arrestin U2OS | KOR beta-arrestin-1 | KOR beta-arrestin-2
CCCCC1=CC2=CC(=O)C(C)(OC(=O)CC)C(=O)C2=CN1C1CCCC1 (centres undefined) | i | 2.4 | 3.3% | 33.3% | 1.0% | 4.3% | -0.2% | 0.4% | 16.6% | -3.2%
NC(=O)C1CCN(C(=O)c2cccc(S(=O)(=O)N3CCc4ccccc4C3)c2)CC1 | i | 0.1 | 0.6% | 21.5% | 0.4% | 1.4% | 0.0% | 15.9% | 11.5% | -4.0%
O=C(c1ccco1)[C@@H]1[C@@H]2C(=O)N(c3ccc(Br)cc3)C(=O)[C@@H]2C2c3ccccc3C=CN21 (some centres undefined) | i | 0.9 | -26.7% | -18.9% | 0.6% | 20.7% | 0.7% | 17.4% | -11.9% | 2.2%
Cc1cc2occ(CC(=O)NC3(C)CCS(=O)(=O)C3)c2cc1C (centres undefined) | i | 5.4 | -30.7% | -4.0% | 0.5% | 17.7% | 0.4% | 10.9% | -8.3% | 3.0%
CC(=O)Oc1c2occc2cc2ccc(=O)oc12 | . | . | -13.1% | -4.2% | 3.7% | -8.1% | -0.1% | -9.0% | 32.6% | -0.7%
O=C(NCc1nnc(SCC(=O)N2CCCC2)o1)c1c(F)cccc1Cl | i | 0.9 | -1.5% | 7.4% | 0.9% | 7.1% | -0.1% | -3.6% | -43.4% | -0.2%
CCOC(=O)CNC(=O)Nc1cc(C(C)(C)C)nn1-c1ccccc1 | i | 0.8 | 29.1% | 13.1% | 0.0% | 0.2% | 0.0% | -10.6% | 4.6% | -4.2%
CCOc1ccc(-c2nc(CSCC(=O)NCC3CCCO3)c(C)o2)cc1 (centres undefined) | i | 1.0 | -10.2% | -7.7% | 2.0% | -5.8% | -0.2% | 1.5% | -7.9% | 0.2%
O=C(Nc1ccc(Cl)c(Cl)c1)OCc1cccnc1 | i | 0.2 | -24.0% | -49.4% | -0.3% | -12.0% | -0.1% | -2.5% | -2.9% | 1.5%
O=C(Cn1c2[n+](c3ccc(C(F)(F)F)cc31)CCCCC2)Nc1ccccc1 | i | 0.7 | 39.3% | 14.5% | -4.3% | -6.2% | -0.1% | -13.7% | . | .
O=C(Cn1c(=O)oc2cc(S(=O)(=O)NCc3ccccc3)ccc21)N1CCCC1 | i | 0.0 | 2.1% | 17.1% | -0.9% | 5.4% | 0.3% | -9.9% | 4.9% | -1.0%
CN(C(=O)COC(=O)CCc1nc2ccccc2c(=O)[nH]1)C1CCS(=O)(=O)C1 (centres undefined) | i | 0.6 | -38.0% | 5.7% | 1.7% | 9.5% | 0.2% | 2.8% | -0.6% | -1.9%
CCOC(=O)C1(CC2CCCCO2)CCN(C(=O)Nc2ccc3c(c2)OCO3)CC1 (centres undefined) | i | 0.4 | -19.8% | -1.6% | 1.4% | 7.5% | -0.3% | 17.5% | -15.8% | 4.9%
CCOC(=O)N1CCN(C(=O)c2ccc(CSc3ccc(Cl)cc3)cc2)CC1 | i | 0.2 | 62.9%* | 21.6% | -1.2% | -2.6% | -0.1% | -12.7% | -35.5% | 5.3%
CC1CC(C)CN(C(=O)c2cc3c(=O)n4ccccc4nc3s2)C1 (centres undefined) | i | 3.9 | -10.5% | 9.3% | -1.5% | -1.0% | 0.2% | 7.7% | -24.2% | -1.3%
CC(NCC1COc2ccccc2O1)C1COc2ccccc2O1 (centres undefined) | i | 0.7 | -6.4% | -1.6% | -0.7% | 0.5% | -0.1% | -11.5% | -30.6% | 1.8%
N#C/C=C/C(=C\Nc1ccc(Cl)cc1)S(=O)(=O)c1ccccc1 | . | . | 9.0% | -10.6% | -1.9% | 1.2% | 0.0% | 2.6% | 20.3% | -0.3%
O=C(Nc1nc2ccccc2[nH]1)c1ccc(S(=O)(=O)N2CCOCC2)cc1 | i | 0.8 | -13.2% | -2.8% | -2.1% | 13.1% | -0.1% | 12.0% | -8.9%[20 µM] | -2.8%
FC(F)(F)c1nnc2c3ccccc3c(Cl)nn12 | ? | . | -17.1% | -1.7% | -0.3% | 2.1% | -0.2% | 9.1% | -46.1%[20 µM] | -1.6%
O=C(OCn1nnc2ccccc2c1=O)c1cccnc1Cl | i | 6.5 | -14.2% | 2.1% | 0.0% | 19.4% | 0.2% | 2.6% | 14.9% | -10.2%
CCOc1ccc(C)cc1S(=O)(=O)n1ccnc1 | i | 0.3 | -27.7% | 4.6% | -0.1% | 11.1% | -0.1% | 14.7% | -1.3% | -0.8%
CN1CCN(CCP(=O)(c2ccccc2)c2ccccc2)CC1 | i | 1.1 | 9.4% | -11.8% | -2.2% | 7.5% | 0.0% | 7.3% | 12.5% | -5.3%
O=C(NC1CCCCC1)C(c1ccc2ncccc2c1)N(Cc1ccc(F)cc1)C(=O)c1ccc2c(c1)OCCO2 (centres undefined) | i | 4.9 | 7.1% | -1.4% | 2.5% | 12.3% | 0.8% | 14.3% | -26.4% | 4.3%
O=C(NNc1nc2cc3c(cc2s1)OCCO3)c1ccccc1 | i | 0.3 | -33.6% | -48.2% | -3.6% | 2.2% | 0.7% | -3.5% | 19.2% | -4.1%
O=C(O)c1ccc(NS(=O)(=O)c2cccc(C(=O)Nc3ccccc3[N+](=O)[O-])c2)cc1 | i | 0.2 | -0.4% | 5.2% | 3.1% | 0.2% | 0.5% | -7.3% | -20.1% | 0.8%
CCc1c(C)sc(NC(=O)Cc2ccccc2OC)c1C(=O)N1CCOCC1 | i | 0.3 | 16.2% | 14.0% | 0.4% | -5.6% | 0.3% | -17.7% | -13.3% | 4.8%
Cc1sc2ncnc(SCC(=O)c3ccc(O)cc3O)c2c1C | i | 0.4 | 6.8% | 10.0% | -1.8% | 3.5% | 0.0% | 3.6% | -8.5% | 4.9%
CCCN(CCC)CC(O)COc1ccccc1C(=O)Nc1ccccc1 (centres undefined) | i | 0.3 | -1.2% | 18.0% | -0.3% | 2.7% | -0.1% | -17.2% | 10.9% | -0.4%
NS(=O)(=O)c1ccc(CNC(=S)NC2CC2)cc1 | i | 0.8 | 6.6% | -17.6% | -1.2% | -2.9% | -0.3% | 13.7% | 17.4% | -1.7%
O=S(=O)(NCc1ccccc1)c1cccc2nonc12 | i | 5.3 | -11.2% | -0.9% | 0.6% | -7.8% | 0.2% | -8.0% | -22.8% | 3.3%
CCCn1c(SCC(=O)Nc2ccc(OC)cc2)nnc1-c1ccncc1 | i | 0.3 | -6.9% | 13.2% | -2.4% | 0.1% | -0.1% | 13.0% | -6.4% | -1.1%
O=C(CCC(=O)N1CCN(S(=O)(=O)c2cccc(F)c2)CC1)c1cccs1 | i | 0.6 | -14.0% | 11.8% | -0.7% | 23.7% | -0.1% | 3.2% | -21.8% | -0.4%
O=C(Nc1nc2ccccc2[nH]1)c1cccc(Cl)c1 | i | 0.3 | -17.8% | -104.2% | -0.3% | 21.5% | 0.5% | -3.4% | -9.1% | -3.7%
O=C(NCc1ccc(Cl)cc1)c1ccc2ccccc2n1 | i | 4.1 | -37.0% | -1.5% | 0.7% | 4.9% | -0.2% | -7.3% | -2.3% | -4.3%
Cc1ccccc1-c1nc(-c2ccccn2)no1 | i | 0.3 | 11.7% | 15.0% | -1.2% | 5.5% | 0.1% | -0.7% | 15.0% | 0.9%
COc1ccc2c(c1OC)C(=O)OC2Nc1nc(-c2cccc([N+](=O)[O-])c2)cs1 (centres undefined) | i | 0.4 | -1.4% | 18.9% | -1.2% | -2.9% | 0.1% | 19.2% | 8.0% | 1.7%
COc1ccc(S(=O)(=O)N(CCc2ccccc2)CC(=O)N/N=C/c2ccc3c(c2)OCO3)cc1 | i | 0.5 | -3.5% | 12.7% | -0.5% | 10.6% | -0.4% | -12.6% | . | 4.3%
CN(C)/C=C/C(=O)c1ccc(Cl)c([N+](=O)[O-])c1 | i | 0.5 | -25.9% | 3.2% | 0.6% | 15.1% | 0.7% | -6.5% | -6.1% | -3.3%
CC(C)(C)c1ccc(C(=O)N2CCN(Cc3ccccc3)CC2)cc1 | i | 0.5 | 7.1% | 10.3% | -1.7% | -3.6% | 0.5% | 3.1% | 11.8% | -7.1%
CC(=O)Nc1cccc(NC(=O)c2ccccc2OCc2ccccc2)c1 | i | 1.6 | 0.1% | 3.0% | 2.2% | 3.0% | -0.2% | -5.3% | 6.6% | -1.6%
O=C(NC(=S)Nc1ccc(Br)cn1)c1cncc(Br)c1 | i | 4.7 | 4.5% | 19.8% | -3.0% | 8.8% | -0.1% | -6.4% | 6.2% | 1.7%
CCOc1cc(CO)ccc1OCC(=O)N1CCCCC1 | i | 1.8 | -12.4% | 3.9% | 0.9% | -0.3% | -0.2% | -3.9% | 20.8% | 1.2%
NNc1nc2c(-c3cccc(C(F)(F)F)c3)nnn2c2ccccc12 | + | 5.5* | -13.3% | -0.1% | 18.6% | -1.6% | -0.2% | -6.4% | -5.4% | -0.9%
CC(NC(=O)C(=O)N1CCCCC1)C(c1cccs1)N1CCN(c2ccc(F)cc2)CC1 (centres undefined) | i | 2.0 | -21.0% | -0.5% | -1.6% | -1.6% | -0.2% | -11.4% | 12.4% | 3.8%
Cc1ccc2oc(-c3ccc(NC(=O)c4ccc5c(c4)OCO5)cc3)nc2c1 | i | 1.2 | -17.6% | 23.8% | -0.9% | -0.4% | 0.3% | -5.7% | 9.6% | -1.8%
CCN(CC)S(=O)(=O)c1ccc(Cl)c(C(=O)NCC2CCCO2)c1 (centres undefined) | i | 2.3 | -2.1% | 10.7% | 2.3% | 5.9% | -0.3% | 11.5% | 21.7% | 21.5%
O=C1CCC(N2C(=O)c3ccccc3C2=O)C(=O)N1 (centres undefined) | i | 3.9 | 2.0% | 2.7% | -1.4% | -28.4% | -0.3% | -4.6% | 3.4% | -1.4%
